BRCA1 expr up – qHTS Assay to Identify Small Molecule Activators of BRCA1 Expression. MCF7-BRCA1-FFLuc reporter, luminescence, 48 h; response scale: scaled: vehicle 0%, 10 µM genistein 100%. 380,000 tested, 1.1% active. Potency, µM (series often up to 46.1 µM), inactives show at the top dose activation, usual class: activators; also: potency is read from the fitted curve at half-maximal effect; nearly all actives have a fitted effect of over 80% in size; some results filed as inactive show a strong effect at the top dose
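Reporter cells (MCF7, BRCA1 promoter-firefly luciferase) received library compounds across a concentration series for 48 h. End-point luminescence was measured and concentration-effect curves derived after normalization.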
PTAP TSG101 blk – qHTS Assay for Iinhibitors of HIV-1 Budding by Blocking the Interaction of PTAP/TSG101; Tumor susceptibility gene 101 protein (Homo sapiens), Q99816; Fluorescence polarization, FITC-PTAP peptide / Tsg101 binding; Potency, µM (series often up to 115 µM), without a hit: top-dose activity change, negative = inhibition, most hits filed as inhibitors; 340,000 tested, under 10 active; AID 493005, 2010; active = well fitted inhibition curve with a large enough effect in the main read-out, with a control signal flat, not every such curve was filed as active; inconclusive = small, poorly fitted or top-dose-only effect, or effect the other way, or a change in a side signal; inactive = no such curve, though single readings can be large or run the other way; also: potency is read from the fitted curve at half-maximal effect; % of control where 0% means no effect
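Fluorescence anisotropy tracks displacement of a FITC-tagged PTAP peptide (50 nM) from the Tsg101 binding domain (10 uM), following a 20 min room-temperature incubation at pH 7.5.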
TCR activator – Activators of T cell receptors: qHTS campaign; primary human leukocytes, anti-CD3, IL-2 HTRF, 48 h; Potency, µM (series often up to 9.22 µM), for inactives: at the highest dose activation of IL-2 secretion, usual class: activators; 330,000 tested, under 10 active; AID 504894, 2011; also: % of control where 0% means no effect
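Compounds are tested in HTS on primary human leukocytes co-incubated with a-CD3 beads for 48 hr. IL-2 output is measured by time-resolved FRET.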
ELG1 repair inh – qHTS screen for small molecules that inhibit ELG1-dependent DNA repair in human embryonic kidney (HEK293T) cells expressing luciferase-tagged ELG1; HEK293T ELG1-luciferase reporter, luminescence, 16 h; DNA damage induced by 5-fluorouridine; Potency, µM (highest dose often 46.1 µM), inactives show at the highest dose activity change, negative = inhibition, most hits filed as inhibitors; 330,000 tested, 2.3% active; AID 504467, 2011; also: potency is read from the fitted curve at half-maximal effect; % is scaled to controls: 0 for no effect and ±100 for the full control effect; nearly all actives have a fitted effect of over 55% in size
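DMSO vehicle served as the neutral condition. Each well held 2,000 cells given 5-fluorouridine plus compound; after 16 hr at 37 °C/5% CO2, ONE-Glo was added and luciferase measured 30 min later.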
AT treatment – qHTS Assay for Identifying a Potential Treatment of Ataxia-Telangiectasia. Potency, µM (highest dose often 57.5 µM), inactives show top-dose activation, most hits filed as activators. 320,000 tested, 0.19% active. […] A-T fibroblasts, KAP-1 phosphorylation AlphaLISA; neocarzinostatin DNA damage 30 min before lysis. AID 485349, 2010; also: potency is read from the fitted curve at half-maximal effect; % of control where 0% means no effect; nearly all actives have a fitted effect of over 45% in size
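ATM-like activity read as KAP-1 phosphorylation via AlphaLISA donor/acceptor antibody pairs after lysis and 6 hr at 25C. Cells were ATM-null patient fibroblasts ([…], hTERT), dosed 60 min, then exposed to the DSB inducer NCS for 30 min.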
TRPV1 agonist – HTS Assay for Compounds that Act as Agonists of the Vanilloid Receptor 1; 320,000 tested, 0.19% active; activation, % at 8.33 µM; TRPV1-expressing cells, Fluo-8 calcium influx, agonist mode; Transient receptor potential cation channel subfamily V member 1 (Homo sapiens), Q8NER1; in the data active = activation above about 80%; inconclusive = between about 30% and that limit; also: 0% is about no effect
Target sequence (Q8NER1 whole entry, looked up): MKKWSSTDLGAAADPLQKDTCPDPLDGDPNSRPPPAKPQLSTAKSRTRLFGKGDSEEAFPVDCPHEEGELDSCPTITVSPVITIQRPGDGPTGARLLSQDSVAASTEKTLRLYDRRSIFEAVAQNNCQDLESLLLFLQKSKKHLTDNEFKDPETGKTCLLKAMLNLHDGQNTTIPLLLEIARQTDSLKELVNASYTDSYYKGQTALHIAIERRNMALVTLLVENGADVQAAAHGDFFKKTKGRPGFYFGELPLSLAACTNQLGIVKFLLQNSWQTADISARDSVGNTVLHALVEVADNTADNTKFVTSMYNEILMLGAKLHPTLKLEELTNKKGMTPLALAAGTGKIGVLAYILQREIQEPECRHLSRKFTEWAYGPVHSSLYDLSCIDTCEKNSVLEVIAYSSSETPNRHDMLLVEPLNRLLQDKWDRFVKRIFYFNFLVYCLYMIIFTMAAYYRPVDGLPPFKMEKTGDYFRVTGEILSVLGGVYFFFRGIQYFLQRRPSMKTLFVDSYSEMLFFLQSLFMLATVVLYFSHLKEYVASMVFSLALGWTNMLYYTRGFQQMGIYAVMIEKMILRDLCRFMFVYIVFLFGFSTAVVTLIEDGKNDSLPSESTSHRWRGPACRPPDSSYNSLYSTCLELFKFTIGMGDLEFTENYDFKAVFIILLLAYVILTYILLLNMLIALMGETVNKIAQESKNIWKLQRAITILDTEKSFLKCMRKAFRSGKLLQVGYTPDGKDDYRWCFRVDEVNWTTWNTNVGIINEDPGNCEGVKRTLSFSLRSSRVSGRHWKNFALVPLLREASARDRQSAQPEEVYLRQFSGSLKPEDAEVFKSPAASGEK
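Cells expressing TRPV1 were dye-loaded with Fluo-8 and read kinetically: 10 s baseline, 3 min after compound (agonist portion), then 2 min after EC20 capsaicin (allosteric enhancer portion). Calcium-bound dye fluorescence at 480/520 nm.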
B2AR arrestin – qHTS assay of beta-arrestin-biased ligands of beta2-adrenergic receptor; AID 492947, 2010; 330,000 tested, 0.02% active; beta-arrestin recruitment to beta2AR, cell-based reporter; Beta-2 adrenergic receptor (Homo sapiens), P07550; Potency, µM (series often up to 46.1 µM), for inactives: at the highest dose activation, usual class: activators;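 also: potency is read from the fitted curve at half-maximal effect; 0% = DMSO controls and full agonism = EC100 isoproterenol or metaproterenol; nearly all actives have a fitted effect of over 65% in size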
CXXC DNA block – qHTS Fluorescence Polarization Assay for Inhibitors of MLL CXXC domain - DNA interaction; 290,000 tested, 0.037% active; Histone-lysine N-methyltransferase 2A (Homo sapiens), Q03164; Potency, µM (titrated, usually from 115 µM), for inactives: top-dose activity change, negative = inhibition, actives largely listed as inhibitors; MLL-CXXC / FITC-HOXA9 DNA fluorescence polarization; active = well fitted inhibition curve with a large enough effect in the polarisation, with a control signal flat, not every such curve was filed as active; inconclusive = small, poorly fitted or top-dose-only effect, or effect the other way, or a change in a side signal; inactive = no such curve, though single readings can be large or run the other way; the % refers to the polarisation; also: potency is read from the fitted curve at half-maximal effect
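Fluorescence polarization: 7 uM MLL-CXXC (stock) preincubated 5 min with compounds, then 50 nM fluorescein-HOX-A9 DNA (stock) added; 30 min ambient. Buffer 50 mM Tris-HCl pH 7.5, 50 mM NaCl, 1 mM DTT, 0.05% BSA.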
Integrin act MD – qHTS for Activators of Integrin-Mediated Alleviation for Muscular Dystrophy; AID 624291, 2012; alpha7betagal myoblasts, beta-gal FDG fluorescence, 48 h; Potency, µM (top dose mostly 38.3 µM), for inactives: at the top dose activation, usual class: activators; 350,000 tested, 0.064% active;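 also: potency is read from the fitted curve at half-maximal effect; 100% = response of the positive control SU9516; nearly all actives have a fitted effect of over 60% in size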
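Alpha7betagal+/- myoblasts (passage 13) were plated 16-24 hr, then exposed to compounds (1:260 dilution of DMSO stock) for 48 hours at 37C. After MPER lysis, β-galactosidase reporter activity was read as FDG fluorescence (ex 480/em 540) after 30 minutes.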
p53 reactivation – qHTS assay for re-activators of p53 using a Luc reporter | H1299 p53-A138V BP100-luciferase reporter, luminescence, 24 h | Potency, µM (top dose mostly 92.2 µM), for the others: at the highest dose activity change, positive = activation, usual class: activators | 320,000 tested, 0.063% active | AID 504706, 2011; also: potency is read from the fitted curve at half-maximal effect; % of control where 0% means no effect; nearly all actives have a fitted effect of over 45% in size
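H1299 (p53-null), stable ts p53-A138V + BP100-Luc; 1000 cells/well, Opti-MEM/10% FBS; cpd 4 pt, 1:5; 24 h, 37 deg C, 5% CO2; detection reagent 10 min RT; luminescence.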
* marks the source's active call; other numbers are inactive results; u = inconclusive; x = no result given; [ ] = dose if it differs, or a comment. Unless noted, calls follow the shape of the dose curve; as a rule, active = well fitted curve in the direction sought with a large enough effect; inconclusive = small, poorly fitted or top-dose-only effect, or another doubt; inactive = no such curve, though single readings can be large; an effect the other way counts as inactive or inconclusive.

[1] CNc1c(N=Cc2cccnc2)c(=O)n(C)c(=O)n1C
[2] COc1cc(NC(=O)CN(c2ccc(C)cc2)S(=O)(=O)c2c(C)noc2C)cc(OC)c1
[3] CCOc1ccc(CNC(=O)CCc2cn(Cc3ccccc3)c3ccccc23)cc1
[4] O=C(NCc1ccc2c(c1)OCO2)c1ccc2c(c1)N(Cc1c(F)cccc1Cl)C(=O)CS2
[5] O=C(CSc1n[nH]c(-c2cccnc2)n1)Nc1ccc([N+](=O)[O-])cc1Br
[6] COC(=O)c1c(NC(=O)c2cccnc2)sc(C)c1C
[7] Cc1cc(/C=N/n2cnnc2)c(C)n1-c1cccc(C(=O)O)c1
[8] Cc1ccnc(NC(=O)Cc2ccc(F)cc2)n1
[9] CS(=O)(=O)c1ccc(NC(=O)c2ccccc2-n2cnnn2)cc1
[10] CC(=O)c1c(O)c2cccc3c2n(c1=O)CCC3

Assay by compound	1	2	3	4	5	6	7	8	9	10
B2AR arrestin	-0.3%	-1.0%	4.4%	6.1%	-0.6%	-0.2%	-0.5%	-0.5%	-0.3%	-0.9%
p53 reactivation	-6%	16%	6%	4%	-3%	-7%	17%	0%	2%	-4%
PTAP TSG101 blk	-2%	-1%	-3%	3%	-2%	-4%	-6%	-4%	-1%	-2%
ELG1 repair inh	12%	-22%	18%	u	0%	-12%	15%	27%	12%	-29%
BRCA1 expr up	-34%	-20%	0%	-55%	-15%	-39%	0%	-6%	-2%	-2%
Integrin act MD	u	-21%	0%	-28%	-6%	-9%	10%	27%	2%	-4%
CXXC DNA block	-1%	5%	3%	37%[activator]	-3%	-3%	18%	-13%	x	-2%
TRPV1 agonist	0	0	-5	3	-3	19	-1	-2	1	-5
TCR activator	0%[46.1 µM]	-5%	6%	3%	-65%	-2%	10%	4%	10%	5%
AT treatment	3%	-7%	12%	6%	3%	x	-5%	-9%	0%	32%

[11] O=C(Nc1cc(Cl)ccc1-n1cncn1)c1cc(F)cc(F)c1
[12] CCCCCCCCC#Cc1nc(C)ccc1OC
[13] CC(=O)c1c(C)nc(-c2ccc(Cl)cc2)nc1N
[14] Cc1ccc(Oc2ncnc(N)c2[N+](=O)[O-])cc1C
[15] c1ccc(-c2nnc(-c3ccccn3)nc2NC2CCCCC2)cc1
[16] Cc1cc(NC(=O)CCCn2cc([N+](=O)[O-])cn2)n(Cc2ccc(F)cc2)n1
[17] O=C(CSCc1cccc(Br)c1)NC1CC1
[18] CCC1CCc2sc(C(=O)NNC(=S)NCC3CCCO3)cc2C1 (centres undefined)
[19] CCOc1cc(CN2CCOCC2)cc(C(C)=O)c1
[20] Cc1ncoc1C(=O)N1CCCC(C(=O)c2cccc(C(F)(F)F)c2)C1 (centres undefined)

Assay by compound	11	12	13	14	15	16	17	18	19	20
B2AR arrestin	-0.4%	8.0%	-0.3%	-0.3%	0.2%	0.0%	0.0%	0.0%	0.3%	-0.9%
p53 reactivation	11%	11%	7%	-10%	35µM*	3%	25%	10%	-1%	9%
PTAP TSG101 blk	-5%	-5%	0%	-7%	1%	-4%	-4%	-4%	-1%	-2%
ELG1 repair inh	17%	-5%	u	12%	18µM*	-7%	10%	9%	2%	5%
BRCA1 expr up	-49%	-10%	77%	9%	-89%	-9%	20%	10%	-2%	1%
Integrin act MD	-14%	-5%	0%	-41%[inhibitor]	-5%	22%	-13%	1%	9%	-1%
CXXC DNA block	x	x	u	7%	u	-2%	u	x	-1%	-1%
TRPV1 agonist	2	x	13	3	28	0	u	18	1	3
TCR activator	1%	0%[46.1 µM]	1%	-2%	-18%	3%	-6%[46.1 µM]	x	1%	-7%
AT treatment	11%	14%	5%	0%	-2%	-6%	3%	-5%	-1%	1%

[21] CCn1c(=O)c2ccccc2n2c(SCC(N)=O)nnc12
[22] O=C(Cc1ccccc1)c1nc2ccccc2s1
[23] Cc1cccc(NC(=O)c2ccc(N3C(=O)C4CCCCC4C3=O)cc2)c1C (centres undefined)
[24] COc1ccc([C@H]2CC(=O)C=C(c3ccc4cc[nH]c4c3)C2)cc1
[25] CN1CCN(C(=O)c2ccc3c(=O)n(Cc4ccc(Cl)cc4)c(=S)[nH]c3c2)CC1
[26] COc1ccc(NC(=O)CSc2nnc(Cc3ccccc3)c(=O)n2N)cc1
[27] O=C(CCN1C(=O)/C(=C\C=C\c2ccccc2)SC1=S)Nc1ccc(C(=O)O)cc1
[28] Cc1nn(-c2ccccc2)c(Cl)c1/C=N/N1CCN(c2ccccn2)CC1
[29] O=C(Nc1ccccc1)Nc1ccc(NC(=O)c2ccccc2O)cc1
[30] CNc1nc(Cl)nc2c1ncn2-c1ccccc1

Assay by compound	21	22	23	24	25	26	27	28	29	30
B2AR arrestin	0.0%	3.1%	0.0%	-0.9%	-0.6%	-0.3%	0.3%	-0.1%	-0.9%	x
p53 reactivation	x	u	2%	5%	2%	-3%	6%	6%	9%	x
PTAP TSG101 blk	-4%	-3%	4%	-1%	-11%	0%	-9%	-1%	-6%	-8%
ELG1 repair inh	18%	u	7%	u	-7%	0%	u	-2%	9%	x
BRCA1 expr up	-1%	u	3%	4%	-2%	-2%	u	-18%	27%	-4%
Integrin act MD	-22%	13%	u	19%	9%	0%	-11%	-11%	-20%	-34%
CXXC DNA block	-3%	-11%	-1%	x	11%	x	1%	-4%	4%	x
TRPV1 agonist	3	19	-3	9	9	0	3	0	-2	x
TCR activator	-8%	-2%[46.1 µM]	-1%	0%	-5%	0%	-2%	x	0%	-4%
AT treatment	5%	x	3%	-13%	-2%	1%	0%	-1%	7%	x

Quoted at random: three records from the list.
[15] c1ccc(-c2nnc(-c3ccccn3)nc2NC2CCCCC2)cc1
[28] Cc1nn(-c2ccccc2)c(Cl)c1/C=N/N1CCN(c2ccccn2)CC1
[20] Cc1ncoc1C(=O)N1CCCC(C(=O)c2cccc(C(F)(F)F)c2)C1 (centres undefined)

Assay by compound	15	28	20
B2AR arrestin	0.2%	-0.1%	-0.9%
p53 reactivation	35µM*	6%	9%
PTAP TSG101 blk	1%	-1%	-2%
ELG1 repair inh	18µM*	-2%	5%
BRCA1 expr up	-89%	-18%	1%
Integrin act MD	-5%	-11%	-1%
CXXC DNA block	u	-4%	-1%
TRPV1 agonist	28	0	3
TCR activator	-18%	x	-7%
AT treatment	-2%	-1%	1%

(cont.)
[31] C(=N\Nc1cc(N2CCCCC2)ncn1)/c1ccco1
[32] NNC(=O)CNc1cccc(Br)c1
[33] CC(NC(=O)COC(=O)CNC(=O)c1ccccc1Cl)C1CC2CCC1C2 (centres undefined)
[34] COc1ccc(/C=C/C(=O)NC(=S)Nc2ccc(S(=O)(=O)Nc3cc(OC)ncn3)cc2)cc1
[35] CS(=O)(=O)N(CC(O)Cn1c2ccccc2c2ccccc21)c1ccccc1 (centres undefined)
[36] Cc1ccccc1NC(=O)CSc1nnc(NC(=O)c2ccco2)s1
[37] Clc1cc(Br)ccc1OCCn1ccnc1
[38] COC(=O)C(C(C)C)N(Cc1cc(OC)cc(OC)c1)S(=O)(=O)CCl (centres undefined)
[39] Cc1cc(S(=O)(=O)N2CCOCC2)ccc1OCC(=O)Nc1ccc(Br)cc1F
[40] Cc1cccc(/C=N\NC(=O)c2sccc2-n2cccc2)c1
[41] C=CCn1c(=NC(=O)c2sc3ccccc3c2Cl)sc2cc(S(N)(=O)=O)ccc21

Assay by compound	31	32	33	34	35	36	37	38	39	40	41
B2AR arrestin	0.0%	0.1%	0.0%	0.1%	-0.8%	-0.4%	0.1%	-1.0%	-0.1%	-0.7%	-0.2%
p53 reactivation	31%	-3%	14%	5%	-10%	20%	1%	3%	-1%	2%	-18%
PTAP TSG101 blk	-4%	-5%	-5%	1%	1%	x	-2%	-5%	1%	-11%	-1%
ELG1 repair inh	u	0%	-2%	9%	-3%	29%	29%	-19%	0%	3%	9%
BRCA1 expr up	u	-4%	-10%	-8%	-42%	-3%	2%	-8%	-6%	14%	-61%
Integrin act MD	11%	3%	26%	2%	-10%	-21%	4%	-7%	7%	9%	-20%
CXXC DNA block	2%	49%[activator]	x	-22%	4%	-13%	0%	x	16%	2%	12%
TRPV1 agonist	3	u	19	-9	-1	-3	0	x	1	4	-4
TCR activator	7%	5%	-8%	7%	-3%	4%	0%	-4%[46.1 µM]	4%	0%	-18%[46.1 µM]
AT treatment	-1%	0%	1%	-2%	5%	1%	-4%	13%	-2%	-10%	12%

Assay outcomes as filed in PubChem.

Random draw from the library. Share with any hit: about 3.8%.
